# Source: PubChem
# RMI FANCM FP: disruptors of RMI1/RMI2 association with MM2 peptide – biochemical, fluorescence polarization, human, primary screen; RMI core complex (RMI1/RMI2) binding to FANCM MM2 peptide, human; RMI core complex with F-MM2 peptide; stronger effect = lower value; FP signal (polarization) at 33 µM; 0.58% of 70,000 active; AID 1159607, 2016; in the data active = FP signal below about 40; also: inactives centre near 61; strong numbers were not always called active; unit not given here
# The depositor's hits bear a star; & = joins results of further samples. This is a subset (hit frequency here may not be typical).
SMILES,RMI FANCM FP
COc1cccc(Cn2cnc3c(-c4ccccc4)csc3c2=O)c1,65
COC(=O)C1CCN(C(=O)CNC(=O)CC23CC4CC(CC(C4)C2)C3)CC1,66
Cc1cc(NC(=O)c2ccn(C)n2)n(-c2nc3ccc(F)cc3s2)n1,67
Cc1ccc2oc(C(=O)NCCSc3c[nH]c4ccccc34)cc2n1,55
Cc1cc(NC(=O)CSc2nncn2C)no1,58
O=C(c1ccco1)N1CCc2ccc(NS(=O)(=O)c3ccc4c(c3)OCCO4)cc2C1,68
c1csc(-c2ccc(-c3ccno3)s2)c1,69
COc1ccc(CCNc2nnc(Cc3ccc(F)cc3)c(=O)[nH]2)cc1OC,54
Cc1oc(-c2ccc(Cl)cc2)cc1C(=O)N1CCOCC1,59
COc1ccc2sc(Nc3nc(-c4cc(Cl)sc4Cl)cs3)nc2c1,48
Cc1cc(C)c2cc(C(=O)N3CCc4ccccc4C3)[nH]c2c1,53
C#CCn1c(=NC(=O)c2cc(C)no2)sc2cc3c(cc21)OCCO3,109
CC(=O)OCC(=O)[C@@]12OC3(CCCC3)O[C@@H]1CC1C3CCC4=CC(=O)C=C[C@]4(C)[C@@]3(F)[C@@H](O)C[C@@]12C (stereo partly drawn),56
O=C(O)C1CCN(S(=O)(=O)c2ccc(F)cc2)CC1,67
Nc1nc(SCCN2CCOCC2)[nH]c(=O)c1NC(=O)c1ccccc1F,73
CCOC(=O)C(=CNc1cc(C(F)(F)F)ccc1N1CCCCC1)C(=O)OCC,55
CCOc1ccc(-c2cc3c(=O)n(CC(=O)Nc4ccc(C)c(F)c4)ncn3n2)cc1,141
COc1ccc(CCNC(=O)CSc2nc(-c3ccccc3F)nc3c2c(=O)n(C)c(=O)n3C)cc1OC,69
COc1ccccc1C(=O)Nc1sc2c(c1C#N)CCC2,54
c1ccc2c(c1)NC(C1Nc3ccccc3O1)O2 (stereo not drawn),54
C=CCn1c(SCC(=O)c2ccc(C)c(C)c2)nc2sc(C)c(C)c2c1=O,74
O=C(NCC1CCCO1)c1ccc(CNS(=O)(=O)c2cccc(C(F)(F)F)c2)cc1 (stereo not drawn),77
CCCc1cc(=O)oc2cc(OC(=O)c3ccccc3Cl)ccc12,55
CC(C)Cc1ccc(C(C)C(=O)O/N=C(/N)c2cccs2)cc1 (stereo not drawn),53
COc1ccc(NC(=O)c2ccc([N+](=O)[O-])cc2)cc1N1CCCCC1=O,52
COc1cccc(-c2n[nH]c(=S)c3nc(C)sc23)c1,94
CCOC(=O)C(Sc1nc2[nH]ncc2c(=O)[nH]1)C(=O)OCC,55
O=C(CSC1=Nc2cccnc2Nc2ccccc21)Nc1cccc(F)c1,59
O=C(Nc1cnccn1)c1ccc(S(=O)(=O)N2CCCCCC2)cc1,63
COc1cc(/C(O)=C(\C#N)c2nc3ccccc3s2)cc(OC)c1OC,76
CN(C)c1ccc(C2Nc3cccc4cccc(c34)N2)cc1,58
CNS(=O)(=O)Cc1ccc2[nH]cc(CCN(C)C)c2c1,65
Cc1cc(NC(=O)CSc2nnc(NC(=O)COc3ccc4ccccc4c3)s2)no1,66
CC(C)Oc1ccc(C(F)(F)F)cc1N,59
Cc1csc2n1c(C(=O)c1ccc(Cl)cc1)c(C)[n+]2-c1ccccc1,70
O=C(NCc1ccc(Cl)cc1)N1CCC(c2nnc(C3CC3)s2)CC1,64
Cc1cc(NC(=O)C(C)(C)Oc2ccc(Cl)cc2)nc2c1c(=O)oc1ccccc12,75
Cc1ccc(-n2cc(C(=O)N3CCSCC3)nn2)cc1C,57
CCOC(=O)c1cnc(S/C=C/C(=O)c2ccccc2)nc1N,63
COc1ccc(-c2ccc(NC(=O)COc3ccc(C(=O)c4ccccc4)cc3)cc2)nn1,119
CCCc1c(N)ccc2c(=O)cc(C(=O)OCC)oc12,47
Cc1cc(-c2nnc(NC(=O)CCCS(=O)(=O)c3ccc(F)cc3)o2)nn1C,61
C=C[C@@H](C1=CC(=O)C(OC)=C(OC)C1=O)c1ccccc1,62
CCS(=O)(=O)c1cccc(C(=O)Nc2nnc(C3=COCCO3)o2)c1,53
CS(=O)(=O)c1ccc(C(=O)Nc2nc(-c3cc(Cl)ccc3Cl)cs2)cc1,52
COc1ccc(-n2nnnc2/C=C/N(C)C)cc1,57
CC1CCN(CC(=O)Nc2sc(-c3ccccc3)cc2C(N)=O)CC1,65
Cc1ccc(Cc2nnc(NC(=O)c3ccc(C(F)(F)F)cc3)o2)cc1,64
COc1ccc(OC)c(-c2n[nH]c(=S)o2)c1,69
O=C(COc1ccc(Cl)cc1)NNC(=O)c1ccc(=O)n(Cc2ccc(Cl)cc2)c1,63
# (further entries)
SMILES,RMI FANCM FP
O=Cc1nc2ccccc2c2ncccc12,61
COc1ccc(N2CCN(CCNC(=O)c3ccco3)CC2)cc1,65
CC1(C)CCc2cc(-c3ccnc(SCC(=O)c4ccccc4)n3)ccc2O1,67
O=C(c1ccc(F)cc1F)N1CCN(c2ccc3nncn3n2)CC1,62
COCCNc1nc(SC)nc2c1cnn2CCNC(=O)C12CC3CC(CC(C3)C1)C2,56
C=CCc1cccc2cc(C(N)=O)c(=N)oc12,67
COc1cccc(C2CC(c3cccs3)=NN2C(=O)CSC2=NCCS2)c1OC (stereo not drawn),78
COC(=O)Cn1c(=NC(=O)C2COc3ccccc3O2)sc2cccc(OC)c21 (stereo not drawn),82
CCn1c(SCc2nc(-c3ccc(OC)cc3OC)no2)nc2ccccc2c1=O,66
O=S(=O)(c1cccc(N=Nc2ccc(O)c3ccccc23)c1)N1CCOCC1,65
N/C(N=Nc1ccccc1)=N/Nc1ccccc1,52
CCOc1ccc(-n2c(=S)sc3c(=O)[nH]c(SCc4ccccc4)nc32)cc1,61
COc1ccc(C=O)cc1Cn1c(=O)n(CCCCC(=O)NCc2ccco2)c(=O)c2ccccc21,63
CCOC(=O)c1sc(NC(=O)CCCOc2ccc(C(C)(C)CC)cc2C(C)(C)CC)c(C(=O)OCC)c1C,59
COc1ccc(-c2csc3c(=O)n(Cc4cccc(Cl)c4)cnc23)cc1OC,60
COc1ccc(NC(=O)Cn2cccc(-c3nc(-c4ccc(OC)c(OC)c4)no3)c2=O)cc1Cl,92
O=C1OC2(CCCCC2)OC(=O)C1=CNc1ccc(Cl)cc1C(F)(F)F,63
Cc1ccc(NC(=O)C(=O)NCC(c2ccc(F)cc2)N2CCN(C)CC2)cc1Cl (stereo not drawn),56
CCOC(=O)C(C)Sc1nc2c([nH]c3ccccc32)c(=O)n1-c1ccccc1 (stereo not drawn),65
O=C(CCc1nc2sc3c(c2c(=O)[nH]1)CCCCC3)Nc1ccc(F)c(Cl)c1,75
Cc1ccc(CNC(=O)c2sc(=S)n(-c3ccc(Cl)cc3)c2N)cc1,64
Cc1ccc(C(=O)NC(C)C(=O)NC2CCCCC2)cc1 (stereo not drawn),55
COc1ccc(-c2coc3cc(O)cc(O)c3c2=O)cc1,58
CCc1nnc(NS(=O)(=O)c2ccc(NC(=O)c3ccc(S(=O)(=O)N4CCCc5ccccc54)cc3)cc2)s1,50
COc1cc(Br)c(CCC#N)cc1OC,60
O=C(CSc1nc2scc(-c3ccc(F)cc3)c2c(=O)n1-c1ccccc1)Nc1nsc(-c2ccccc2)n1,72
COc1ccc(CC(=O)Nc2cc(C)nc3c(C)cc(C)cc23)cc1OC,172
Cc1cc(NC(=O)c2ccc(S(=O)(=O)N(C)Cc3ccco3)cc2)no1,53
N#CC(C#N)=Cc1cccc(OCc2ccccc2)c1,46
COc1ccc(NC(=S)Nc2ccc(F)cc2F)c([N+](=O)[O-])c1,48
COCCCn1c(=O)c2ccccc2n(Cc2nc(-c3ccc(OC(C)C)cc3)no2)c1=O,59
O=S(=O)(Cc1nc(-c2ccc3c(c2)OCO3)no1)c1ccc(F)cc1,80
CCOC(=O)c1cnc2cc(-c3cccs3)nn2c1C,56
Cc1ccc(C(=O)COC(=O)c2cc(C)nc3ccccc23)c(C)c1,76
O=C(Nc1nc(-c2cc([N+](=O)[O-])cs2)cs1)c1ccc(Cl)s1,78
Cc1cc(NC(=O)Cc2cccc3ccccc23)n(-c2nc3c(cnn3-c3ccc(F)cc3)c(=O)[nH]2)n1,56
COc1cccc(OCC(=O)NNC(=O)c2cccn(Cc3ccc(F)cc3)c2=O)c1,62
CN(CC1CCCO1)S(=O)(=O)c1ccc(C(=O)Nc2ccc(S(N)(=O)=O)cc2)cc1 (stereo not drawn),67
Cc1ccc2nc(-c3ccc(NC(=O)C4CCCN4S(C)(=O)=O)cc3)sc2c1 (stereo not drawn),68
O=C(Cn1cnc2c(sc3cccc(F)c32)c1=O)Nc1ccc(F)cc1Cl,98
CN(CCC#N)c1ccc(/C=C2\CC/C(=C\c3ccc(N(C)CCC#N)cc3)C2=O)cc1,62
Cc1ccccc1-c1noc(-c2sccc2S(=O)(=O)N(C)c2ccc(F)c(F)c2)n1,67
CCCN1C(=O)C(C)(C)COc2ccc(NC(=O)COc3ccc(OC)cc3)cc21,68
O=C(Cn1cnc(-c2ccccc2)cc1=O)Nc1ccccn1,66
N#C/C(=N/Nc1ccc(OC(F)(F)F)cc1)C(=O)C1CC1,53
CN1C(=O)C(C)(C)COc2ccc(NS(=O)(=O)c3ccc(F)cc3)cc21,64
CC(C)(C)S(=O)(=O)/C(C#N)=C/N1CCN(C(c2ccccc2)c2ccccc2)CC1,62
CC1(C)S[C@@H]2[C@H](NC(=O)COc3ccccc3)C(=O)N2[C@H]1C(=O)O,32*
Cc1ccc(C)c(N2CCN(S(=O)(=O)c3ccsc3C(=O)NCCc3ccccc3)CC2)c1,75
Cc1n[nH]c(C)c1S(=O)(=O)NCCOc1ccc(-c2cccs2)nn1,55
# Continued:
SMILES,RMI FANCM FP
CC(=O)Oc1c(Br)cc(N(C(C)=O)S(=O)(=O)c2ccc(Cl)cc2)c2ccccc12,59
COc1cc(OC)c(NC(=O)Cn2cnc3c(sc4nc(C)cc(C)c43)c2=O)cc1Cl,72
Cc1cc(NC(=O)C(=O)c2c(C)[nH]c3ccccc23)n(-c2nc(-c3cccs3)cs2)n1,82
COc1ccc(C(=O)NCCn2ncc3c(N4CCN(c5ncccn5)CC4)ncnc32)cc1OC,66
Cn1c(=O)c2c(nc(Br)n2CC(=O)c2ccc(Cl)cc2)n(C)c1=O,52
CC(=O)Nc1nc2c(C)cc(Cl)cc2s1,67
CCc1ccccc1NC(=O)c1ccc([N+](=O)[O-])s1,54
COc1ccc(-c2cc3ccc4c(c3oc2=O)CN(CC2CCCO2)CO4)cc1OC (stereo not drawn),-5&-30
COc1ccc(S(=O)(=O)NCc2ccsc2)cc1C,66
CCOc1ccccc1NC(=O)C(=O)NCCSc1ncc(-c2ccccc2)[nH]1,54
CCCCC#Cc1cncc(-c2n[nH]c(=S)n2C)c1,56
O=C(CCN1CCN(C(c2ccccc2)c2ccccc2)CC1)c1ccccc1,69
COc1cccc(-c2cc(=O)c3cc(OC)ccc3o2)c1,57
Cc1cc(C)c(S(=O)(=O)n2nc3ccccc3n2)c(C)c1,70
Cc1cc(=O)n(-c2ccccc2)n1C,57&54
O=C(Nc1ccc(F)c(Cl)c1)c1cc(S(=O)(=O)N2CCCCCC2)ccc1F,64
Cc1cccc(NC(=O)CSc2nc3sc(C)cc3c(=O)n2C)c1,64
O=c1nc(SCc2ccc([N+](=O)[O-])cc2)c2c(n1Cc1cccnc1)CCC2,57
N#Cc1c(N)sc(=S)c2c1CCCC2,7*
CCC1CCCCN1S(=O)(=O)c1ccc(C(=O)Nc2ccc(S(=O)(=O)Nc3nccc(C)n3)cc2)cc1 (stereo not drawn),59

# An excerpt from further up:
SMILES,RMI FANCM FP
Cc1cc(NC(=O)C(=O)c2c(C)[nH]c3ccccc23)n(-c2nc(-c3cccs3)cs2)n1,82
COc1ccc(C(=O)NCCn2ncc3c(N4CCN(c5ncccn5)CC4)ncnc32)cc1OC,66
Cn1c(=O)c2c(nc(Br)n2CC(=O)c2ccc(Cl)cc2)n(C)c1=O,52
CC(=O)Nc1nc2c(C)cc(Cl)cc2s1,67
CCc1ccccc1NC(=O)c1ccc([N+](=O)[O-])s1,54
COc1ccc(-c2cc3ccc4c(c3oc2=O)CN(CC2CCCO2)CO4)cc1OC (stereo not drawn),-5&-30
COc1ccc(S(=O)(=O)NCc2ccsc2)cc1C,66
CCOc1ccccc1NC(=O)C(=O)NCCSc1ncc(-c2ccccc2)[nH]1,54
CCCCC#Cc1cncc(-c2n[nH]c(=S)n2C)c1,56
O=C(CCN1CCN(C(c2ccccc2)c2ccccc2)CC1)c1ccccc1,69
COc1cccc(-c2cc(=O)c3cc(OC)ccc3o2)c1,57
Cc1cc(C)c(S(=O)(=O)n2nc3ccccc3n2)c(C)c1,70
Cc1cc(=O)n(-c2ccccc2)n1C,57&54
O=C(Nc1ccc(F)c(Cl)c1)c1cc(S(=O)(=O)N2CCCCCC2)ccc1F,64
Cc1cccc(NC(=O)CSc2nc3sc(C)cc3c(=O)n2C)c1,64
O=c1nc(SCc2ccc([N+](=O)[O-])cc2)c2c(n1Cc1cccnc1)CCC2,57
N#Cc1c(N)sc(=S)c2c1CCCC2,7*
CCC1CCCCN1S(=O)(=O)c1ccc(C(=O)Nc2ccc(S(=O)(=O)Nc3nccc(C)n3)cc2)cc1 (stereo not drawn),59

# New compounds follow:
SMILES,RMI FANCM FP
COc1cccc(C2CC(c3ccc(Br)cc3)=NN2C(=O)CSCc2ccccc2)c1OC (stereo not drawn),59
Cc1ccc(Cl)cc1NC(=O)C(=O)NCC(c1ccc2c(c1)CCCN2C)N1CCCCC1 (stereo not drawn),67
COc1ccc(C)cc1S(=O)(=O)N1CCN(Cc2nc(-c3cccs3)cs2)CC1,60
N/C(=N/OC(=O)c1c(F)cccc1F)c1ccccn1,55
CCOc1ccc(S(=O)(=O)NCC(c2ccco2)S(=O)(=O)c2cccs2)cc1 (stereo not drawn),53
O=C(c1ccc2ccccc2c1)N1CCN(c2ccc(-c3cccnc3)nn2)CC1,69
COc1cc2nc(N(CCCN(C)C)C(=O)c3ccc(S(=O)(=O)N4CCc5ccccc54)cc3)sc2cc1OC,177
Cc1cc(S(=O)(=O)NCc2ccccc2)cc([N+](=O)[O-])c1C,65
Cc1ccc(Oc2cc(N3CCN(C(=O)c4ccco4)CC3)nc(C)n2)cc1,54
Cn1c(Cc2ccc(Cl)cc2)nc2ccccc21,62
